# Screening results from PubChem.
# Mito fusion act: inhibitors of mitochondrial division or activators of mitochondrial fusion; actives 0.23% (n = 320,000); Potency, µM (highest dose often 46.1 µM), for the others: top-dose growth rescue (activation), hits mostly activators; S. cerevisiae fusion-defective mutant growth rescue, CellTiterGlo 48 h;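 also: potency is read from the fitted curve at half-maximal effect; % of control where 0% means no effect; nearly all actives have a fitted effect of over 45% in size; temperature-sensitive fusion mutants such as fzo1-1 at 37 °C on non-fermentable ethanol glycerol medium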
#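 Temperature-sensitive fusion-defective S. cerevisiae (e.g. fzo1-1, mgm1-5) were grown with compound in YPEG medium (3% ethanol, 3% glycerol) for 48 hours at 37C. Growth rescue was measured as viability by CellTiterGlo luminescence after 10 minutes at ambient.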
# AT treatment: potential ataxia-telangiectasia treatments restoring KAP-1 phosphorylation | […] A-T fibroblasts, KAP-1 phosphorylation AlphaLISA; neocarzinostatin DNA damage 30 min before lysis | Potency, µM (doses to about 57.5 µM), without a hit: top-dose activation, usual class: activators | actives 0.19% (n = 320,000) | AID 485349; also: potency is read from the fitted curve at half-maximal effect; % of control where 0% means no effect; nearly all actives have a fitted effect of over 45% in size
#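 hTERT-immortalized A-T patient fibroblasts ([…]), 500 cells/well in OPTI-MEM, 1% FBS, got compounds for 60 min, then NCS for 30 min at 37C. Lysates were then assayed for phospho-KAP-1 by AlphaLISA (anti-pKAP1 donor, anti-KAP1 acceptor beads), 6 hr at 25C.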
# TSHR antagonist: human thyrotropin receptor antagonism; P16473; TSHR-expressing cells, TSH-stimulated cAMP HTRF, 2 h; hits give low values; activity change, negative = inhibition, % at 11.5 µM; actives 0.2% (n = 330,000); AID 504810;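 active = activity change below a set negative limit, meaning inhibition stronger than a set level, cut at about -70% in these data; inconclusive = activity change between two set negative limits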; also: % is scaled to controls: 0 for no effect and ±100 for the full control effect
# Target sequence (P16473 whole entry, looked up): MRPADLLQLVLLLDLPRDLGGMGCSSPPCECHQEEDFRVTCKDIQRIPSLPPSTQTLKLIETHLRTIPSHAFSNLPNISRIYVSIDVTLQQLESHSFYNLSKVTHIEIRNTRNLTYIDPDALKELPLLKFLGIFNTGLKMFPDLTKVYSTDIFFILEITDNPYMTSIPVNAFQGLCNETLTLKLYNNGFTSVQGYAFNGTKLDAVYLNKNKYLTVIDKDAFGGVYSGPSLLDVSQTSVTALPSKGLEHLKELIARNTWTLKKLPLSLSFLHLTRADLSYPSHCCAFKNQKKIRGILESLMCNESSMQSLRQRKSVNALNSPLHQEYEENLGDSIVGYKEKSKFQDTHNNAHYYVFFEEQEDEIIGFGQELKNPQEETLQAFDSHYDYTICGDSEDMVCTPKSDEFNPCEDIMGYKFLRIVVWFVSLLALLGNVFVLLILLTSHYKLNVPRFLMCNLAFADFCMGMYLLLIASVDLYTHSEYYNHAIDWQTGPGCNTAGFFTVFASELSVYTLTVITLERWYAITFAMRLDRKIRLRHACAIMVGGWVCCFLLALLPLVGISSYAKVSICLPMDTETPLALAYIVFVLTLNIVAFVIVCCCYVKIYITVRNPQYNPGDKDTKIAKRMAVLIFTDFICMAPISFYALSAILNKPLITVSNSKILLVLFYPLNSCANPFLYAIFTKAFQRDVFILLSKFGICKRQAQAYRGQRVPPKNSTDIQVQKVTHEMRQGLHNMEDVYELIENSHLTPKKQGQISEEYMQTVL
#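 Read-out is FRET at 665 nm (cryptate excitation 337 nm) from a cryptate-tagged anti-cAMP antibody, competed by cell cAMP against cAMP-d2. Compounds are tested on freshly harvested TSHR cells challenged with 4nM TSH (EC80) for 2 hours at 37 deg C.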
# BCR signal inh: inhibitors of chronic active B-cell receptor signaling. actives 0.05% (n = 340,000). Potency, µM (doses to about 46.1 µM), without a hit: at the highest dose ratio change, negative = lower green/red ratio, most hits filed as inhibitors. ABC-DLBCL IkBa-CBG/CBR reporter, luminescence ratio, 4 h. AID 493014; active = well fitted inhibition curve with a large enough effect in the signal ratio, with a control signal flat, not every such curve was filed as active; inconclusive = small, poorly fitted or top-dose-only effect, or effect the other way, or a change in a side signal; the % refers to the signal ratio;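 also: potency is read from the fitted curve at half-maximal effect; plate controls were basal doxycycline-induced cells for no effect and cells given 10 µM MG132 for full effect; MG132 reads +100%, hits lower the ratio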
#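 Doxycycline induced both beetle luciferases in TMD8 lymphoma cells; IKK-driven degradation limits the IkappaBalpha-fused green signal, while red luminescence normalises for cell number and nonspecific effects. Compounds tested up to 46 uM, 4 hrs.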
# a7 integrin act: integrin-mediated muscular dystrophy alleviation activation. actives 0.064% (n = 350,000). alpha7betagal myoblasts, beta-gal FDG fluorescence, 48 h. Potency, µM (series often up to 38.3 µM), for the others: at the top dose activation, most hits filed as activators;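 also: potency is read from the fitted curve at half-maximal effect; 100% = response of the positive control SU9516; nearly all actives have a fitted effect of over 60% in size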
#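 alpha7betagal+/- myoblasts (passage 13, 250/well) treated 48 h at 37C with compounds at 1:260 dilution of DMSO stock. Lysed, then beta-galactosidase activity read as FDG fluorescence (ex 480/em 540) after 30 min, with pre-read for autofluorescence.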
# TSG101-PTAP inh: blocks PTAP/TSG101 interaction to inhibit HIV-1 budding; Potency, µM (top dose mostly 115 µM), inactives show top-dose activity change, negative = inhibition, usual class: inhibitors; 340,000 tested, under 10 active; Q99816; Fluorescence polarization, FITC-PTAP peptide / Tsg101 binding; active = well fitted inhibition curve with a large enough effect in the main read-out, with a control signal flat, not every such curve was filed as active; inconclusive = small, poorly fitted or top-dose-only effect, or effect the other way, or a change in a side signal; inactive = no such curve, though single readings can be large or run the other way; also: potency is read from the fitted curve at half-maximal effect; % of control where 0% means no effect
#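 Tsg101 binding domain (10 uM final) was mixed with compound and a FITC-labeled PTAP peptide (50 nM final) in HEPES pH 7.5 buffer with NaCl, Tween 20, EDTA and TCEP; fluorescence polarization was read after 20 min at r.t.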
# ELG1 DNA repair: inhibitors of ELG1-dependent DNA repair in HEK293T cells. HEK293T ELG1-luciferase reporter, luminescence, 16 h; DNA damage induced by 5-fluorouridine. Potency, µM (doses to about 46.1 µM), for inactives: at the highest dose activity change, negative = inhibition, most hits filed as inhibitors. actives 2.3% (n = 330,000). AID 504467; also: potency is read from the fitted curve at half-maximal effect; % is scaled to controls: 0 for no effect and ±100 for the full control effect; nearly all actives have a fitted effect of over 55% in size
#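 Quantitative HTS, concentration-response format. 2,000 cells/well co-treated with 5-fluorouridine and compound, 16 hr in 5% CO2 at 37 °C; ONE-Glo luminescence read after 30 min.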
# Eya2 inh: Eya2 (human) phosphatase inhibition; O00167; recombinant Eya2, OMFP fluorescence dephosphorylation (OMFP is methylfluorescein phosphate); Potency, µM (highest dose often 76.9 µM), for the others: top-dose activity, negative = inhibition, hits mostly inhibitors; actives 0.006% (n = 330,000); also: potency is read from the fitted curve at half-maximal effect; % is scaled to controls: 0 for no effect and ±100 for the full control effect
#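 Eya2 protein (added as 0.2 uM solution) was preincubated with compound for 10 min at ambient temperature in 50 mM HEPES pH 7.5, 50 mM NaCl, 5 uM MgCl2, 0.05% BSA, 1 mM DTT. OMFP (added at 50 uM) then reacted 10 min; fluorescence read at 485/525 nm.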
# Tb PFK inh: blocks T. brucei phosphofructokinase | T. brucei PFK, ADP-Glo luminescence | Potency, µM (series often up to 57.5 µM), without a hit: at the highest dose activity, negative = inhibition, hits mostly inhibitors | actives 0.17% (n = 330,000) | AID 485367;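 also: potency is read from the fitted curve at half-maximal effect; 0% = uninhibited 1x PFK enzyme wells and -100% = no-enzyme wells; nearly all actives have a fitted effect of over 60% in size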
#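 ADP-Glo luminescence quantified ADP after 45 min at room temperature, with 1.25 nM T. brucei PFK, 0.1 mM ATP and 0.5 mM fructose-6-phosphate in pH 8.0 TEA buffer. qHTS titrations up to 57 µM; curves classified by quality.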
# TCR act: activates T cell receptor signaling | AID 504894 | primary human leukocytes, anti-CD3, IL-2 HTRF, 48 h | Potency, µM (highest dose often 9.22 µM), without a hit: top-dose activation of IL-2 secretion, usual class: activators | 330,000 tested, under 10 active; also: % of control where 0% means no effect
#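 Human primary leukocytes + a-CD3 beads + cpd, 48 hr; IL-2 in supernatant by HTRF (ex 320nm / em 665nm). No co-stimulatory signal supplied.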
# S-ASM inh: inhibitors of human secretory acid sphingomyelinase; P17405; placental ASM, HMU-PC fluorogenic substrate, 60 min; Potency, µM (titrated, usually from 57.5 µM), for inactives: top-dose activity change, negative = inhibition, most hits filed as inhibitors; actives 0.006% (n = 340,000); also: potency is read from the fitted curve at half-maximal effect
#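 Human placenta-derived ASM preincubated with compound 10 min at room temperature, then reacted with 9 uM (final) fluorogenic HMU-PC substrate for 60 min at 37 C. Stop solution raises pH to 10; fluorescence read at Ex 386/Em 447 nm.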
# Numbers without * were called inactive; ? = inconclusive; nt = no result given; [ ] = dose if it differs, or a comment. Unless noted, calls follow the shape of the dose curve; as a rule, active = well fitted curve in the direction sought with a large enough effect; inconclusive = small, poorly fitted or top-dose-only effect, or another doubt; inactive = no such curve, though single readings can be large; an effect the other way counts as inactive or inconclusive.
SMILES,Mito fusion act,AT treatment,TSHR antagonist,BCR signal inh,a7 integrin act,TSG101-PTAP inh,ELG1 DNA repair,Eya2 inh,Tb PFK inh,TCR act,S-ASM inh
Oc1ccc(C(=S)N2CCCCC2)cc1,-2%,nt,5,-4%,-1%,2%,7%,-31%,-3%,2%,-2%
Cc1c(C(=O)N2CCCCC2CCN2CCCC2=O)oc2c(F)cccc12 (stereo not given),-4%,-1%,32,-9%,15%,-2%,20%,-4%,-2%,0%,5%
CC1CN(Cc2ccccc2)c2nc3c(c(=O)n(C)c(=O)n3C)n2C1 (stereo not given),4%,-10%,10,?,-28%[7.66 µM],-9%,5%,9%,6%,-3%,-2%
Cc1cc(C(F)(F)F)c(C#N)c(SCC(=O)NC(C)(C)C)n1,1%,5%,5,?,0%,-11%,13%,-1%,-8%,3%,4%
O=C(Cn1ccc2ccccc2c1=O)NCCC(=O)N1CCN(C2CCCCC2)CC1,-7%,-7%,0,-1%,1%,1%,0%,-20%,0%,0%,-2%
CCOc1nc2cnccc2n(CC(=O)Nc2c(C)cccc2CC)c1=O,-4%,-1%,0,4%,-3%,-1%,10%,2%,1%,10%,-1%
CC1(C)CCCC(C)(C)N1CC(O)COCCOc1ccc(Br)cc1 (stereo not given),-1%,8%,4,-21%,-51%[inhibitor],-6%,5%,6%,0%,1%[46.1 µM],1%
O=C(NCC1CCCO1)c1cn(-c2ccccc2)nc1-c1ccc(F)cc1 (stereo not given),2%,3%,-5,-1%,5%,3%,-13%,1%,1%,6%,6%
COc1ccc(C(=O)NCCN2CCN(C(=O)c3ccc(OC)c(OC)c3)CC2)cc1OC,8%,-4%,9,-1%,22%,-3%,-1%,11%,1%,-1%,4%
CCCn1c(=O)c(C(=O)Nc2ccccc2C(=O)OC)c(O)c2ccccc21,-1%,10%,-9,?,7%,-2%,-6%,0%,0%,-21%,-7%
COc1ccc(CN(C)C(C)C(=O)Nc2ccc(S(=O)(=O)N3CCCCC3)cc2)c(OC)c1 (stereo not given),nt,0%,-6,-18%,-13%,1%,?,-2%,9%,12%,-1%
CC(=O)Nc1ccc(S(=O)(=O)N2CCN=C2c2ccccc2)cc1,7%,3%,20,-6%,11%,-8%,8.2µM*,0%,-1%,-3%,3%
COc1ccccc1Cn1c(=O)c2ccccc2n2c(Sc3ncnc4sccc34)nnc12,-14%,-6%,-11,1%,-64%,-1%,?,14%,1%,-2%,-2%
CCC(C(=O)NCc1ccco1)N(C(=O)CNS(=O)(=O)c1ccccc1)c1ccc(F)cc1 (stereo not given),3%,-3%,-3,-1%,?,-3%,-3%,-20%,4%,1%,1%
Cc1c(C)c2ccc(OCC(=O)Nc3nccs3)cc2oc1=O,-6%,-10%,-20,2%,0%,-1%,?,-6%,2%,-21%,-1%
Cc1cc(C(=O)N/N=C/c2ccc([N+](=O)[O-])cc2)c2ccccc2n1,9%,0%,8,?,16%,-3%,?,-1%,9%,-4%,-4%
CC(=O)Nc1ccc(OC(=O)N2CCCC2)cc1,-1%,1%,0,-1%,18%,-5%,-1%,-7%,-1%,4%,6%
Cn1nc(C(C)(C)C)cc1C(=O)NNC(=O)c1cccc(Cl)c1,0%,-6%,-2,0%,1%,-2%,7.3µM*,3%,2%,3%,-1%
O=C(CSc1nc2ccccc2c(=O)[nH]1)N1CCN(c2ccccc2F)CC1,20%,2%,1,2%,-2%,-4%,0%,-7%,-5%,-2%,-3%
CC(C)=C1C(=O)NN(c2ccc(C)c(Cl)c2)C1=O,12%,-4%,-6,13%,15%,0%,15%,-9%,8%,6%[46.1 µM],-1%
CCOC(=O)COc1cc(Br)c(C2NC(=O)NC(C)=C2C(C)=O)cc1OCC (stereo not given),1%,-8%,2,0%,-4%,nt,?,5%,1%,nt,2%
O=C(NCc1ccccc1)C1CCN(S(=O)(=O)N2CCOCC2)CC1,1%,-1%,2,2%,13%,-10%,16%,0%,1%,14%,3%
CCOC(=O)c1c(C)oc2cc(Br)c(OC(C)C(=O)OCC)cc12 (stereo not given),6%,29%,-28,2%,21%,-3%,-26%,-24%,-9%,-2%,-7%
COc1ccc(NC(=O)c2cc(-c3ccc(C)c(C)c3O)n[nH]2)cc1Cl,-6%,-6%,-11,0%,-7%,-10%,?,0%,0%,5%,-9%
CCCCCCn1cc(C(=O)O)c(=O)c2cc(F)c(N3CCCCC3)cc21,-1%,1%,-10,4%,?,-1%,3%,14%,-6%,-11%,-2%
COc1cccc(C(=O)NC2C(=O)N3C(C(=O)O)=C(COC(C)=O)CSC23)c1 (stereo not given),14%,5%,5,-8%,-37%,-6%,18%,9%,7%,-17%,-2%
O=C(NCC1CCCO1)c1c(O)c2cccc3c2n(c1=O)CCC3 (stereo not given),1%,-2%,-4,1%,-19%,-7%,7%,11%,2%,4%,-5%
O=C1c2ccccc2C(=O)N1C1CCCCC1,2%,7%,-6,?,11%,0%,6%,-8%,1%,nt,-2%
Cc1cc(C)n(-c2nc(-c3ccccc3)cs2)n1,-8%,7%,-3,?,-33%,-9%,?,-1%,1%,-4%,-3%
CCOc1ccc2ccccc2c1/C=N/n1cncn1,-4%,nt,5,?,-31%,-7%,6%,1%,1%,-2%,-3%
COCCCNC(=S)N1CCC(NC(=O)c2ccco2)CC1,-2%,-1%,-6,0%,-19%,-1%,-2%,-22%,0%,0%,4%
CCOc1ccc(S(=O)(=O)NCCC(=O)NC2CCN(Cc3ccccc3)CC2)cc1,-5%,0%,-3,-12%,-11%,-4%,-3%,11%,-3%,-4%,2%
C(=C\c1ccccc1)/C=N/Nc1nc(N2CCOCC2)nc(N2CCOCC2)n1,-3%,3%,-7,-1%,-8%,-5%,-24%,-16%,1%,0%,-1%
CCCCN1C(=O)C(=O)N(CC(=O)Nc2sc(CC)cc2C(=O)OCC)C1=O,2%,-12%,-7,-7%,-26%,-8%,15%,-39%,9%,1%,-4%
CC1CCN(CC(=O)Nc2ccccc2-c2ccccc2)CC1,-1%,?,-15,12%,-23%,-7%,-3%,1%,-13%,0%[46.1 µM],0%
[O-][n+]1onc2c1CCC1N(O)C(c3ccccc3)CC21O (stereo not given),-1%,6%,2,9%,2%[7.66 µM],-6%,5%,-39%,4%,nt,-1%
O=C(NCc1ccc(F)cc1)N1CCc2ccccc2C1,16%,4%,7,-1%,-18%,0%,?,-5%,-16%,2%,-2%
O=C(NC1CCC(NC(=O)C(F)(F)C(F)F)CC1)C(F)(F)C(F)F (stereo not given),3%,19%,3,1%,12%[7.66 µM],1%,3%,7%[15.4 µM],1%,nt,7%
O=C1CNC(=S)N1Cc1ccc(F)cc1,2%,7%,21,-8%,9%,0%,9%,10%,0%,-1%,5%
CN(/C=C/C(=C\C=[N+](C)c1ccccc1)OCCCS(=O)(=O)[O-])c1ccccc1,7%,0%,13,-6%,8%,?,15%,2%,?,-2%,-3%
CC1(C)C(=O)Nc2ccccc2N1C(=O)COC(=O)CNS(=O)(=O)c1ccc(F)c(F)c1F,-3%,-11%,12,-1%,11%,-3%,2%,9%,1%,nt,2%
COc1ccccc1CN1CC(C(=O)NCc2cc(F)cc(C(F)(F)F)c2)CCC1=O (stereo not given),-6%,-7%,-7,10%,-3%,-4%,-5%,-7%,1%,-4%,3%
COC(=O)N/N=C/c1cn(Cc2ccc(Cl)cc2Cl)c2ccccc12,16%,-13%,-17,-1%,-46%[inhibitor],1%,-13%,-15%,-3%,-1%[46.1 µM],-23%
